# TRPML3 ag: human mucolipin-3 channel agonism | HEK293 TRPML3-YFP, Fluo-8 calcium fluorescence; 100% = the carbachol control signal | Q8TDD5 | activation, % at 3 µM | 0.29% of 220,000 active;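 active = activation above its plate's cutoff, the mean activation of the plate's test wells plus 3 SD, cut at about 12% in these data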;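 note: 0% = DMSO only wells and 100% = carbachol wells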
#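 system = HEK293 cells stably carrying human TRPML3-YFP | doses = one concentration, 3 µM nominal, 0.3% DMSO | timing = dye loading 1 h 37 °C then 30 min ambient, 125 s read | detection = Fluo-8 calcium dye fluorescence, ex 470-495, em 515-575 nm | benchmarks = high control carbachol 87 µM, low control DMSO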
# NPY-Y1 PAM-ag: potentiates or activates human NPY-Y1 receptor; activation, % at 3.6 µM; P25929; NPY-Y1 expressing cells, potentiator/agonist activation; AID 1304; 0.37% of 220,000 active; in the data active = activation above about 33%, passing the limit was not always enough;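 note: cells stimulated with NPY at EC10 then isoproterenol at EC100; 0% = low agonist plus stimulus and 100% = saturating agonist plus stimulus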
# Target sequence (P25929 whole entry, looked up): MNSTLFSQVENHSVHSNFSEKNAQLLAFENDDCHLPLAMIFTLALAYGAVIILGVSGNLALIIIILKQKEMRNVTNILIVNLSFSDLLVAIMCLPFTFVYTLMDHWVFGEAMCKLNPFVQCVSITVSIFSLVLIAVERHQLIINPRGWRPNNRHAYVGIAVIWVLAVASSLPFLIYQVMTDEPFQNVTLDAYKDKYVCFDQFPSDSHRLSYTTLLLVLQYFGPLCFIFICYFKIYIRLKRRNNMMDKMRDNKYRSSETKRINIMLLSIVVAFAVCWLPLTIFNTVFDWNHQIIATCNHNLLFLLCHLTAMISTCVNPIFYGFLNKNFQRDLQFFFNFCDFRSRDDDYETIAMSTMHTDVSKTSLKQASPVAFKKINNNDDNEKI
# EP2 mod: modulators of human EP2 prostaglandin E2 receptor. P43116. EP2-expressing cells, cAMP HTRF FRET, PGE2 co-stimulation. induction, % at 25 µM. 0.83% of 260,000 active;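 active = compounds whose cAMP rise, as percent of the full-agonist control response, exceeds 60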;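 note: rat C6 glioma line stably carrying human EP2 under a CMV promoter; the protocol text gives 20 µM as final concentration; 100% = response of wells given 1 µM PGE2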
# NPY Y1 blocker: antagonists of human neuropeptide Y receptor Y1 | 1% of 200,000 active | inhibition, % at 3.6 µM | HEK293-CNG Y1 cells, membrane potential fluorescence; NPY at EC95, then isoproterenol | P25929;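 active = inhibition above the campaign mean inhibition of all tested compounds plus 3 SD, cut at about 20% in these data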;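 note: 0% = DMSO wells given NPY plus isoproterenol and 100% = isoproterenol alone without NPY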
#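 material = HEK293 cells with Y1 receptor plus CNG channel | also added = NPY 25 nM then isoproterenol 1 µM plus Ro 20-1724 25 µM | schedule = dye 3 h, compound 60 min room temperature, stimulation 45 min | measured by = membrane potential fluorescence | benchmarks = high control isoproterenol alone, low control NPY with isoproterenol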
# CHOP inh: inhibitors of CHOP induction in ER stress response | CHO-K1 CHOP-promoter luciferase, tunicamycin-induced, 15-18 h | inhibition, % at 10 µM | 3.8% of 220,000 active | AID 2732;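 active = compounds that reduced the stress-induced luciferase reporter signal by more than about 70% of percent inhibition, limit read from the data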;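 note: 0% = tunicamycin plus vehicle and 100% = wells without tunicamycin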
# zfTRPN1 agonist: zebrafish TRPN1 (NompC) channel agonism. HEK293 zebrafish TRPN1-YFP, Fluo-8 calcium fluorescence; 100% = response to 87 µM carbachol. activation, % at 3 µM. 0.18% of 220,000 active. AID 1424;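 active = activation above its plate's cutoff, the mean activation of test wells on that plate plus 3 SD, cut at about 19% in these data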;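 note: 0% = DMSO alone and 100% = 87 µM carbachol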
#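 Assay system: Zebrafish TRPN1-YFP in HEK293 cells | Incubation: Dye loading 1 h at 37 °C, then 30 min room temperature | Measured by: Kinetic Fluo-8 fluorescence, ex 470-495, em 515-575 nm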
# S1P4 ag: human S1P4 receptor agonism. O95977. 0.35% of 220,000 active. activation, % at 4.98 µM. S1P4-expressing cell line, agonist reporter assay. AID 1509; in the data active = activation above about 11%;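 note: 0% = DMSO vehicle and 100% = reference agonist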
# Target sequence (O95977 whole entry, looked up): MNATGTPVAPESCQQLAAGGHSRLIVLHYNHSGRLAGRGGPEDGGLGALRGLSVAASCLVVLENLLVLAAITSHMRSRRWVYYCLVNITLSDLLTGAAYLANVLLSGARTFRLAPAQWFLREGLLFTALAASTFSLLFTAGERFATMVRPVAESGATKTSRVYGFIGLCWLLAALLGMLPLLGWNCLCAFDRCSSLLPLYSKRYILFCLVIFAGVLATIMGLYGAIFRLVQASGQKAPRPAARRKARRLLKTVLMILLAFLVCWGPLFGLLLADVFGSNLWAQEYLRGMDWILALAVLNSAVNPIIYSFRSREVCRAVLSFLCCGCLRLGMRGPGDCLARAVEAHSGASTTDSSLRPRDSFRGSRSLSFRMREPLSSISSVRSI
# NPY2 pot ag: potentiates or activates human NPY-Y2 receptor; activation, % at 3.6 µM; P49146; 0.45% of 220,000 active; cells expressing NPY-Y2, potentiator/agonist read-out; in the data active = activation above about 27%;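 note: cells stimulated with NPY near EC25 plus isoproterenol at EC100; 0% = vehicle plus submaximal agonist and 100% = vehicle plus saturating agonist; some results beyond the cut were filed as inactive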
# S1P4 antag: human S1P4 receptor antagonism; S1P4-expressing cells, antagonist mode, reporter read-out; AID 1510; inhibition, % at 4.98 µM; 0.26% of 220,000 active; in the data active = inhibition above about 29%;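 note: 0% = wells stimulated with agonist and 100% = vehicle wells without agonist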
# The depositor's hits bear a star; · = not tested or not shown; & = joins results of further samples.
SMILES,TRPML3 ag,NPY-Y1 PAM-ag,EP2 mod,NPY Y1 blocker,CHOP inh,zfTRPN1 agonist,S1P4 ag,NPY2 pot ag,S1P4 antag
CCOC(=O)Cn1c(=NC(=O)CSC(C)=O)sc2ccccc21,0.8,14,12,1,44,0.4,-0.1,10,-1
Cc1ccc(C(=O)N/N=C\C=C\c2ccccc2[N+](=O)[O-])cn1,0.2,13,-27,8,-17,-1.1,-0.3,-1,6
O=C(CSc1ncccn1)NN=C1CCCCCCC1,1.1,-2,29,7,6,1.2,-0.2,24,-12
O=C(CSc1ncnc2c1cnn2CCc1ccccc1)Nc1ccc(F)cc1,-0.3,11,-32,3,30,-3.4,0.8,-12,0
Cc1cccc(Cn2cnc3ccccc32)c1,-0.5,1,9,-2,5,-0.9,-3.1,1,-14
CC(C)(C)OC(=O)N1CC=C2C(C#N)=C(N)C(C#N)(C#N)C(c3cccs3)C2C1 (stereo not drawn),-1.0,-11,-40&22,-1,69,-0.9,-1.1,11,8
CC(/C=N\NC(=O)CN1CCN(Cc2ccccc2)CC1)=C\c1ccco1,1.1,-9,-31,3,3,0.4,-1.5,-16,-14
CC(C)c1ccccc1NC(=S)NN(Cc1ccccc1)c1ccccc1,-0.6,-22,37,15,54,-2.4,1.3,-6,5
C=CCS/C(=N\n1cnc2ccccc2c1=O)N1CCCCC1,-0.6,-1,-2,-7,9,1.0,1.6,-10,3
CCOC(=O)c1c(NC(NC(C)=O)C(Cl)(Cl)Cl)sc(C(C)=O)c1C (stereo not drawn),-0.5,-4,13,11,-21,-2.4,1.2,-8,-27
COc1ccc(S(=O)(=O)N(CC(=O)NCCC(C)C)c2ccccc2)cc1OC,0.3,-14,-22,-2,13,1.9,0.9,-16,-2
CC(=O)Nc1ccc(NC(=O)Cn2cc3c(n2)CCC(C)C3)cc1 (stereo not drawn),0.3,20,-2,1,27,1.0,0.9,-4,0
O=C(COC(=O)/C=C/c1ccc(Cl)cc1)Nc1ccc2c(c1)OCCO2,0.5,3,-17,6,54,1.0,-0.2,7,-6
N#C/C(=C/c1ccc(N2CCCC2)c([N+](=O)[O-])c1)c1nc2ccccc2[nH]1,0.2,-3,-12,-1,78*,0.7,1.0,-9,-13
Cc1nn(C)c(C)c1CNC(=O)c1cc2n(n1)C(C(F)(F)F)CC(c1cccs1)N2 (stereo not drawn),1.4,4,-5,-9,37,0.1,0.2,10,-24
COc1ccc(CCNC(=O)COC(=O)Cn2cnc3ccccc32)cc1OC,-0.8,-2,1,-5,15,0.3,1.8,12,-11
Cc1ccc(S(=O)(=O)NCC(=O)N2CCCC2)cc1,0.9,-7,-2,5,1,0.3,-1.5,-3,1
Cc1ccc(C(=O)Cn2cc([N+](=O)[O-])nc2C)cc1,1.1,2,4,·,3,1.7,-0.2,-4,1
O=C(CC1CCCCC1)NC1CCCC1,0.4,5,-2,-5,6,0.5,2.7,11,-8
CC(C)Cc1cc(C(=O)NCCCN2CCOCC2)no1,0.7,-4,8,2,0,0.7,1.1,-2,-2
O=C(C1CCCN(Cc2ccc3c(c2)OCO3)C1)N1CCCC1 (stereo not drawn),0.5,2,16,-2,10,1.1,2.3,1,-5
O=c1c(-c2ccccc2)c1-c1ccccc1,0.1,-1,·,-1,-8,0.3,-0.3,-8,21
CC(C(=O)O)n1c(-c2ccn[nH]2)n[nH]c1=S (stereo not drawn),0.7,-3,10,·,11,-0.3,1.2,-1,-2
CC(C)CC1NC(=O)N(CCCCN2C(=O)c3ccccc3C2=O)C1=O (stereo not drawn),-0.3,-4,-5,-1,-13,1.8,0.0,7,-27
CCOc1ccc(C(=O)NC2CCN(C(=S)Nc3ccccc3C)CC2)cc1,0.9,4,-14,-5,-1,0.4,1.0,12,10
CN(C(=O)c1ccncc1)c1nnc(-c2cccnc2)s1,0.5,-3,2&18,1,33,1.7,-0.2,-12,-13
S=C1CCSc2ccc(Cl)cc2N1,-0.6,-20,-28,-2,0,-1.5,-2.9,-7,-7
Fc1ccc(Br)cc1/C=N/n1cnnc1,0.4,1,25,-1,11,-1.1,1.3,12,-9
COc1ccc(COC(=O)c2ccc3c(=O)n4c(nc3c2)CCC4)cc1F,0.0,-22,-16,·,7,0.1,0.0,59*,6
O=C(Cn1ccc([N+](=O)[O-])n1)Nc1nc2ccccc2s1,0.5,7,-49,-2,8,0.8,-0.1,11,-1
CCCN(CCO)Cc1cccc(Oc2ccccc2)c1,-0.8,-21,4,5,23,-0.5,-0.7,-1,9
COc1cccc(CN(C(=O)Cn2nnc(-c3ccccc3F)n2)C(C(=O)NC(C)(C)C)c2ccncc2)c1 (stereo not drawn),-0.3,-3,26,4,23,-1.1,1.5,-4,-27
CC(C)OC(=O)C1C(=O)CC(C)(O)C(C(=O)OC(C)C)C1c1cccc(O)c1 (stereo not drawn),0.7,0,25,7,26,-1.1,1.4,-8,-18
Cc1nc(-c2ccccc2)nc2[nH]ccc(=O)c12,0.8,-2,-11,4,-1,-0.3,2.5,-19,15
O=C(CSc1n[nH]c(-c2ccccc2)n1)c1ccc(O)c(O)c1,-0.4,-7,-11,4,-31,0.3,-1.6,13,-6
Cc1nn(Cc2ccccc2)c2sc(C(=O)NCc3cccnc3)cc12,0.8,26,15,4,2,1.6,-0.6,5,-9
N=c1n(CC(=O)c2ccc([N+](=O)[O-])cc2)c2ccccc2n1Cc1ccccc1,-0.4,-2,-19,-4,75*,0.9,0.8,2,-2
COc1ccc(/C=C/C(O)=C2/C(=O)N(C)C3(C)CC2c2ccccc2O3)cc1 (stereo not drawn),-0.7,-30,22,11,-67,-0.4,3.9,2,18
NC1=NCc2ccccc21,0.1,2,9,1,-19,-0.4,-2.5,10,4
CCOC(=O)c1c(C)nc(C(Cl)(Cl)Cl)nc1N,0.1,-35,0,6,-16,-1.1,-0.9,-25,-2

# Part of the list above, with values under each structure:
# Every second line gives: TRPML3 ag, NPY-Y1 PAM-ag, EP2 mod, NPY Y1 blocker, CHOP inh, zfTRPN1 agonist, S1P4 ag, NPY2 pot ag, S1P4 antag
> S=C1CCSc2ccc(Cl)cc2N1
→ -0.6, -20, -28, -2, 0, -1.5, -2.9, -7, -7
> Fc1ccc(Br)cc1/C=N/n1cnnc1
→ 0.4, 1, 25, -1, 11, -1.1, 1.3, 12, -9
> COc1ccc(COC(=O)c2ccc3c(=O)n4c(nc3c2)CCC4)cc1F
→ 0.0, -22, -16, ·, 7, 0.1, 0.0, 59*, 6
> O=C(Cn1ccc([N+](=O)[O-])n1)Nc1nc2ccccc2s1
→ 0.5, 7, -49, -2, 8, 0.8, -0.1, 11, -1
> CCCN(CCO)Cc1cccc(Oc2ccccc2)c1
→ -0.8, -21, 4, 5, 23, -0.5, -0.7, -1, 9
> COc1cccc(CN(C(=O)Cn2nnc(-c3ccccc3F)n2)C(C(=O)NC(C)(C)C)c2ccncc2)c1 (stereo not drawn)
→ -0.3, -3, 26, 4, 23, -1.1, 1.5, -4, -27
> CC(C)OC(=O)C1C(=O)CC(C)(O)C(C(=O)OC(C)C)C1c1cccc(O)c1 (stereo not drawn)
→ 0.7, 0, 25, 7, 26, -1.1, 1.4, -8, -18
> Cc1nc(-c2ccccc2)nc2[nH]ccc(=O)c12
→ 0.8, -2, -11, 4, -1, -0.3, 2.5, -19, 15
> O=C(CSc1n[nH]c(-c2ccccc2)n1)c1ccc(O)c(O)c1
→ -0.4, -7, -11, 4, -31, 0.3, -1.6, 13, -6
> Cc1nn(Cc2ccccc2)c2sc(C(=O)NCc3cccnc3)cc12
→ 0.8, 26, 15, 4, 2, 1.6, -0.6, 5, -9
> N=c1n(CC(=O)c2ccc([N+](=O)[O-])cc2)c2ccccc2n1Cc1ccccc1
→ -0.4, -2, -19, -4, 75*, 0.9, 0.8, 2, -2
> COc1ccc(/C=C/C(O)=C2/C(=O)N(C)C3(C)CC2c2ccccc2O3)cc1 (stereo not drawn)
→ -0.7, -30, 22, 11, -67, -0.4, 3.9, 2, 18
> NC1=NCc2ccccc21
→ 0.1, 2, 9, 1, -19, -0.4, -2.5, 10, 4
> CCOC(=O)c1c(C)nc(C(Cl)(Cl)Cl)nc1N
→ 0.1, -35, 0, 6, -16, -1.1, -0.9, -25, -2

# Remaining list, next part.
SMILES,TRPML3 ag,NPY-Y1 PAM-ag,EP2 mod,NPY Y1 blocker,CHOP inh,zfTRPN1 agonist,S1P4 ag,NPY2 pot ag,S1P4 antag
O=C(/C=C/c1ccco1)Nc1cc(Cl)ccc1C(=O)O,0.4,4,25,4,0,0.3,0.0,5,-16
COc1ccc(N2CCCn3c2nc2c3c(=O)n(Cc3ccccc3)c(=O)n2C)c(OC)c1,0.1,7,-12,1,35,-1.1,1.3,6,-22
NC1=NC(=O)C(CC(=O)c2ccc(Cl)cc2)S1 (stereo not drawn),0.9,-7,12,5,21,0.8,0.1,-13,0
Cn1c(-c2ccc(=O)[nH]c2)nc2ccccc21,0.7,24,19,-3,12,1.8,3.2,-1,-18
O=C(NCCN1CCOCC1)NC1(C(F)(F)F)Oc2ccc(Cl)cc2O1 (stereo not drawn),0.5,16,12,-6,·,0.3,0.1,7,2
CC1=NN(C(=O)c2ccc(Cn3ccc([N+](=O)[O-])n3)cc2)C(O)(C(F)(F)F)C1 (stereo not drawn),1.0,17,12,-6,24,-0.4,0.5,-6,-48
CC(C)n1nc(C(=O)OCC(=O)N(C)C2CCS(=O)(=O)C2)c2ccccc2c1=O (stereo not drawn),-0.8,7,31,-2,7,0.8,1.4,13,-26
NS(=O)(=O)c1cccc(NC(=O)COC(=O)C2CCCCC2)c1,1.2,11,-8,1,7,1.6,2.0,7,-4
Cn1c(CCNC(=O)c2ccccc2)nc2cc(NC(=O)c3ccco3)ccc21,0.7,-3,-2,5,21,0.1,2.4,-1,5
CCN(C(=O)CSc1ncnc2sc(C)c(C)c12)C1CCS(=O)(=O)C1 (stereo not drawn),1.6,2,-21,-1,25,2.3,-1.7,3,-12

# Some entries already given, reduced to S1P4 antag and CHOP inh:
molecule	S1P4 antag	CHOP inh
O=C(CSc1ncccn1)NN=C1CCCCCCC1	-12	6
CC1=NN(C(=O)c2ccc(Cn3ccc([N+](=O)[O-])n3)cc2)C(O)(C(F)(F)F)C1 (stereo not drawn)	-48	24

# Next part:
SMILES,TRPML3 ag,NPY-Y1 PAM-ag,EP2 mod,NPY Y1 blocker,CHOP inh,zfTRPN1 agonist,S1P4 ag,NPY2 pot ag,S1P4 antag
Cc1ccc2nc(-c3ccc4c(c3)OCCO4)cn2c1,2.3,-20,-39,·,94*,-0.2,-0.3,-37,16
COc1ccc(-n2c(C)cc(C(=O)CN3CCC(C)CC3)c2C)cc1,0.9,-10,-13,4,20,0.2,1.0,-9,-24
Cc1nnc(SCCOc2ccccc2)s1,0.9,-5,-12,3,2,0.2,2.2,-11,-41
Cc1cc(O)ccc1N1C(=O)c2cccc3cc([N+](=O)[O-])cc(c23)C1=O,0.2,22,12,2,12,0.0,1.5,-4,-1
Cc1cc(C(F)(F)F)nn1CC(=O)NNC(=S)Nc1cccc(Cl)c1,0.0,-2,-10,4,3,-1.8,0.7,-12,-5
C/C(Cc1ccccc1)=N\NC(=O)c1cc(C(C)(C)C)[nH]n1,0.1,10,-1,0,11,-1.4,-0.1,1,5

# Screening results from PubChem.
